GASC1 inh: inhibitors of human demethylase GASC-1 KDM4C | actives 0.15% (n = 96,000) | inhibition, % at 12.5 µM | GST-KDM4C 2-372, H3K9me3 peptide, LANCE TR-FRET | AID 720574;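 active means mean replicate inhibition above about 25%, with at least 55% of replicates also reaching it, limit read from the data, passing the limit was not always enough; inconclusive means only one of those two conditions met; inactive means neither condition met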
Target sequence (Q9H3R0 2-372 limits assumed): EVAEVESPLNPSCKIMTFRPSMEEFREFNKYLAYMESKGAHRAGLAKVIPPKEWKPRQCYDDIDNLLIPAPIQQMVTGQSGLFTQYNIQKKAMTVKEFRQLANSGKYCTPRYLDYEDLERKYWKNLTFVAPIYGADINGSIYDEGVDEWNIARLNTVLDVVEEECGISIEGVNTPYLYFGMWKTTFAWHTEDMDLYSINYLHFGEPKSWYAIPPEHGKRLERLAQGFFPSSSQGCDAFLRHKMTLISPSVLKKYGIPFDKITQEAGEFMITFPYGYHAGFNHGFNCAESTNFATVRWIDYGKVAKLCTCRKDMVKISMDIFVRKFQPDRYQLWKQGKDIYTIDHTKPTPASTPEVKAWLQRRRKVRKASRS
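material = GST-tagged GASC-1 (JMJD2C) catalytic fragment, aa 2-372 | amount = enzyme final amount 10 nM | medium = HEPES buffer, pH 7.5, plus ascorbate | also added = H3K9me3 peptide substrate, Fe(II), 2-oxoglutarate | dosing = single dose | times = 30 min demethylation and 1 h detection at room temperature | detection = LANCE TR-FRET | read-out basis = Fall in 671/618 emission ratio as inhibition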
Tcruzi prolif: inhibitors of T. cruzi proliferation; T. cruzi beta-gal in NIH3T3, GalScreen luminescence, 90 h; inhibition, % at 8.34 µM; actives 5.9% (n = 77,000); AID 624255;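 active means mean inhibition above about 93%, with at least 55% of replicates each passing it, limit read from the data, passing the limit was not always enough; inconclusive means only one of those two conditions holds; inactive means neither condition holds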
C diff growth: blocks growth of Clostridium difficile. Clostridium difficile clinical isolate growth, OD600, 24 h; hits give low values. growth activity, negative = inhibition, % at 16 µg/mL (by protocol). actives 0.25% (n = 86,000). AID 1259249;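 active means mean growth activity at or below -80% and every replicate also at or below -80%; inconclusive means mean at or below -80% but some replicate above -80%; inactive means mean growth activity above -80%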;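 further: 0% = DMSO wells and -100% = levofloxacin 16 µg/mL wells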
Pf Dd2 growth: inhibitors of Plasmodium falciparum Dd2 growth | P. falciparum Dd2 growth, SYBR Green, 72 h; hits give low values | activity change, % at 10 µM | AID 1159554 | actives 2.3% (n = 94,000); in the data active means activity change below about -80%; inconclusive means no clear call, values can overlap the other calls
Starred values were filed as active, the others as inactive; ? = inconclusive; . = not tested or not shown; & = joins results of further samples.

Short keys: A = GASC1 inh; B = Tcruzi prolif; C = C diff growth; D = Pf Dd2 growth
[1] COc1ccc(S(=O)(=O)N(C)C[C@@H]2OCCCC[C@H](C)Oc3ccc(NC(=O)c4ccncc4)cc3C(=O)N([C@@H](C)CO)C[C@H]2C)cc1
  A: -0.8 | B: 18.0 | C: -3.1 | D: -25.7

[2] O=C(NC[C@H]1[C@@H](c2ccccc2)[C@H](CO)N1Cc1cccnc1)c1ccccn1
  A: 0.4 | B: 45.9 | C: 1.7 | D: -16.3

[3] C[C@H](CO)N1C[C@H](C)[C@@H](CN(C)C(=O)C2CC2)Oc2ncc(C#CC3CCCC3)cc2C1=O
  A: 3.8 | B: 54.7 | C: -1.8 | D: 10.6

[4] O=S(=O)(NC[C@@H]1N[C@@H](CO)[C@H]1c1ccccc1)c1ccccc1
  A: -3.9 | B: 104.4* | C: -1.0 | D: -15.6

[5] C[C@H](CO)N1C[C@H](C)[C@H](CN(C)S(=O)(=O)c2ccccc2)Oc2ccc(NC(=O)Cn3cnnn3)cc2CC1=O
  A: 7.5 | B: -388.4 | C: 1.2 | D: 0.2

[6] CCCN1[C@@H]2Cn3c(cccc3=O)[C@H]1[C@@H](C(=O)N[C@@H](C)c1ccccc1)[C@@H]2CO
  A: -2.1 | B: . | C: 3.6 | D: 24.3

[7] Cc1noc(C)c1NC(=O)N(C)C[C@@H]1OCCCC[C@@H](C)Oc2ccc(NS(C)(=O)=O)cc2C(=O)N([C@H](C)CO)C[C@@H]1C
  A: -1.3 | B: 8.7 | C: 0.7 | D: 25.0

[8] COc1cccc(NC(=O)N(C)C[C@H]2OCc3cn(nn3)CCCC(=O)N([C@@H](C)CO)C[C@@H]2C)c1
  A: 0.6 | B: 1.8&4.4 | C: 1.9 | D: -6.1&1.7

[9] C[C@@H]1CN([C@H](C)CO)C(=O)c2cccc(NS(=O)(=O)c3cn(C)cn3)c2O[C@@H]1CN(C)C(=O)Nc1ccc(C(F)(F)F)cc1
  A: 7.2 | B: -84.2 | C: -2.2 | D: -9.1

[10] O=C(c1cccc(F)c1)N1CC(=O)N2[C@H](C1)[C@H](c1ccc(C3=CCCC3)cc1)[C@@H]2CO
  A: 0.2 | B: . | C: -0.5 | D: 6.5

Six entries from above in a different format.
Each structure is followed by: GASC1 inh | Tcruzi prolif | C diff growth | Pf Dd2 growth
3. C[C@H](CO)N1C[C@H](C)[C@@H](CN(C)C(=O)C2CC2)Oc2ncc(C#CC3CCCC3)cc2C1=O
→ 3.8 | 54.7 | -1.8 | 10.6
4. O=S(=O)(NC[C@@H]1N[C@@H](CO)[C@H]1c1ccccc1)c1ccccc1
→ -3.9 | 104.4* | -1.0 | -15.6
5. C[C@H](CO)N1C[C@H](C)[C@H](CN(C)S(=O)(=O)c2ccccc2)Oc2ccc(NC(=O)Cn3cnnn3)cc2CC1=O
→ 7.5 | -388.4 | 1.2 | 0.2
6. CCCN1[C@@H]2Cn3c(cccc3=O)[C@H]1[C@@H](C(=O)N[C@@H](C)c1ccccc1)[C@@H]2CO
→ -2.1 | . | 3.6 | 24.3
7. Cc1noc(C)c1NC(=O)N(C)C[C@@H]1OCCCC[C@@H](C)Oc2ccc(NS(C)(=O)=O)cc2C(=O)N([C@H](C)CO)C[C@@H]1C
→ -1.3 | 8.7 | 0.7 | 25.0
8. COc1cccc(NC(=O)N(C)C[C@H]2OCc3cn(nn3)CCCC(=O)N([C@@H](C)CO)C[C@@H]2C)c1
→ 0.6 | 1.8&4.4 | 1.9 | -6.1&1.7

Later entries:
Short keys: A = GASC1 inh; B = Tcruzi prolif; C = C diff growth; D = Pf Dd2 growth
[11] C[C@@H]1CCCCO[C@H](CN(C)C(=O)Cc2ccccc2)[C@@H](C)CN([C@H](C)CO)C(=O)c2cc(NS(=O)(=O)c3cn(C)cn3)ccc2O1
  A: -1.1 | B: 5.9 | C: -1.8 | D: -5.2

[12] C[C@@H]1CCCCO[C@H](CN(C)C(=O)Nc2ccc(C(F)(F)F)cc2)[C@H](C)CN([C@H](C)CO)C(=O)c2cc(NC(=O)c3ccncc3)ccc2O1
  A: -0.6 | B: 103.4* | C: 9.0 | D: -43.5

[13] CNC[C@H]1Oc2cc(C#CC3(O)CCCC3)ccc2S(=O)(=O)N([C@@H](C)CO)C[C@H]1C
  A: -1.4 | B: -2.1 | C: -2.4 | D: -7.9

[14] CN1[C@H](C(=O)Nc2ccccc2)[C@@H](CO)[C@@H]2Cn3c(ccc(-c4ccccc4)c3=O)[C@@H]21
  A: 6.9 | B: 100.1* | C: -0.5 | D: 8.1

[15] CCC(=O)N1CC(=O)N2[C@H](CO)[C@@H](c3ccc(-c4ccc(C#N)cc4)cc3)[C@@H]2C1
  A: 0.5 | B: . | C: -8.9 | D: -17.5

[16] COc1ccccc1-c1ccc([C@H]2[C@@H](CO)N3CCCCN(C(=O)CN4CCOCC4)C[C@@H]23)cc1
  A: 0.5 | B: ? | C: -7.6 | D: 18.8

[17] COCC#Cc1ccc([C@H]2[C@@H](CO)N3CCCCN(C(=O)NC4CCCC4)C[C@H]23)cc1
  A: 0.9 | B: 76.3 | C: -2.7 | D: -3.5

[18] CCC(=O)N1CC[C@@H]2[C@H](CO)Nc3ccc(-c4ccc(F)cc4)cc3[C@@H]21
  A: 2.5 | B: 48.2 | C: -15.8 | D: 0.8

[19] CNC[C@@H]1Oc2ccc(NC(=O)Nc3cccc4ccccc34)cc2CC(=O)N([C@@H](C)CO)C[C@@H]1C
  A: -1.1 | B: 62.5 | C: -3.9 | D: -7.0

[20] Cc1noc(C)c1NC(=O)N(C)C[C@H]1Oc2c(NC(=O)Nc3cccc4ccccc34)cccc2C(=O)N([C@H](C)CO)C[C@H]1C
  A: 11.0 | B: -70.4 | C: -5.2 | D: -21.4

[21] COc1ccc(S(=O)(=O)Nc2ccc3c(c2)C(=O)N([C@H](C)CO)C[C@H](C)[C@H](CN(C)C(=O)Nc2ccc(F)cc2)OCCCC[C@@H](C)O3)cc1
  A: -1.0 | B: 36.9 | C: 3.3 | D: 9.3

[22] C[C@H]1CN([C@@H](C)CO)C(=O)Cc2cc(NC(=O)Nc3ccc(F)cc3)ccc2O[C@H]1CN(C)Cc1ccc(C(=O)O)cc1
  A: -0.8 | B: -18.7 | C: 0.6 | D: 6.5

[23] C[C@@H]1CN([C@@H](C)CO)C(=O)c2cccc(NC(=O)C3CC3)c2O[C@@H]1CN(C)Cc1ccccc1
  A: 0.5 | B: . | C: -1.2&-4.7 | D: -4.6

[24] COc1cccc(C#Cc2cnc3c(c2)C(=O)N([C@H](C)CO)C[C@H](C)[C@H](CN(C)C(=O)C2CCCCC2)O3)c1
  A: -4.5 | B: . | C: 0.0 | D: -85.8*

[25] C[C@@H]1CN([C@H](C)CO)C(=O)c2cccc(N(C)C)c2O[C@H]1CN(C)S(C)(=O)=O
  A: 0.8 | B: 86.8 | C: -2.2 | D: 10.4

[26] O=S(=O)(c1ccccc1)N1CCCCN2[C@H](CO)[C@H](c3ccc(C#Cc4ccccc4)cc3)[C@H]2C1
  A: -0.3 | B: 72.7 | C: 30.2 | D: -73.0

[27] COCC#Cc1ccc2c(c1)O[C@@H](CN(C)Cc1ccc(F)cc1)[C@@H](C)CN([C@H](C)CO)S2(=O)=O
  A: 0.6 | B: 54.6 | C: -1.0 | D: -39.4

[28] Cc1ccc(S(=O)(=O)N2C[C@@H](O)COC[C@@H]3O[C@H](CC(=O)NCCN4CCCCC4)CC[C@H]32)cc1
  A: 0.2 | B: -48.5 | C: . | D: 1.1

[29] CN(C)CC(=O)Nc1ccc2c(c1)[C@H]1C[C@H](CC(=O)NCc3ccc(Cl)cc3)O[C@@H](CO)[C@H]1O2
  A: -0.4 | B: 79.5 | C: -0.3 | D: 2.0

[30] C[C@H](CO)N1C[C@H](C)[C@H](CN(C)C(=O)Nc2ccc3c(c2)OCO3)Oc2ccc(NC(=O)CCCCCC(=O)Nc3ccccc3N)cc2C1=O
  A: 0.9 | B: . | C: -0.1 | D: 29.2

[31] C[C@H](CO)N1C[C@H](C)[C@@H](CN(C)C(=O)Nc2ccc(C(F)(F)F)cc2)Oc2c(NC(=O)c3cnccn3)cccc2C1=O
  A: -1.4 | B: 2.8 | C: 0.1 | D: -1.0

[32] CC(C)NC(=O)N(C)C[C@H]1Oc2cc(Br)ccc2S(=O)(=O)N([C@@H](C)CO)C[C@@H]1C
  A: 1.6 | B: -9.6 | C: -0.5 | D: 10.5

[33] C/C=C/c1ccc2c(c1)O[C@H](CN(C)C(=O)COC)[C@@H](C)CN([C@@H](C)CO)S2(=O)=O
  A: -0.5 | B: . | C: -5.0 | D: 27.7

[34] O=C(NC1CCCC1)N1CCCCN2[C@H](C1)[C@@H](c1ccc(/C=C/c3ccccc3)cc1)[C@@H]2CO
  A: -1.2 | B: 75.1 | C: 2.2 | D: 0.9

[35] O=C(c1cnccn1)N1CC(=O)N2[C@H](CO)[C@@H](c3ccc(C#CC4CCCCC4)cc3)[C@@H]2C1
  A: 2.5 | B: . | C: 12.1 | D: -7.3

[36] C[C@@H]1CN([C@H](C)CO)C(=O)c2cc(-c3ccccc3F)cnc2O[C@H]1CN(C)Cc1ccc(F)cc1
  A: 0.2 | B: 42.7 | C: 3.7 | D: -3.1

[37] O=C(c1cccnc1)N1C[C@@H]2N[C@H](C1)C2c1ccc(-c2ccccc2)cc1 (stereo partly drawn)
  A: 0.2 | B: . | C: -7.9 | D: 49.6

[38] COc1ccc(S(=O)(=O)Nc2ccc3c(c2)C(=O)N([C@@H](C)CO)C[C@H](C)[C@H](CN(C)C(=O)c2ccccc2)OCCCC[C@@H](C)O3)cc1
  A: -1.3 | B: -2.0 | C: 9.3 | D: -38.6

[39] CN(C)C(=O)c1cccc(-c2ccc([C@@H]3[C@H]4CN(C(=O)C5CCCC5)CCCCN4[C@H]3CO)cc2)c1
  A: . | B: 80.0 | C: -9.3 | D: 17.5

[40] C[C@@H]1CN([C@H](C)CO)S(=O)(=O)c2ccc(-c3ccc(F)cc3)cc2O[C@@H]1CN(C)S(C)(=O)=O
  A: 0.1 | B: . | C: -4.9 | D: 14.7

[41] C[C@@H]1CN([C@@H](C)CO)C(=O)c2cc(NC(=O)Nc3cccc4ccccc34)ccc2O[C@@H]1CN(C)C(=O)Nc1ccc(C(F)(F)F)cc1
  A: -4.0 | B: 69.8 | C: -0.2 | D: -36.7

[42] COc1ccccc1CN1[C@H](CO)[C@@H]2c3ccccc3N(C(=O)c3ccncc3)C[C@@H]21
  A: 3.6 | B: 54.9 | C: 22.8 | D: 6.0

[43] Cc1noc(C)c1S(=O)(=O)Nc1ccc2c(c1)C(=O)N([C@H](C)CO)C[C@@H](C)[C@H](CN(C)S(=O)(=O)c1ccc(F)cc1)O2
  A: 1.0 | B: -1.0 | C: -3.1 | D: 3.2

[44] CCC(=O)N(C)C[C@H]1Oc2ncc(C#C[C@H](C)O)cc2C(=O)N([C@@H](C)CO)C[C@@H]1C
  A: 0.2 | B: -57.6 | C: 1.0 | D: 63.6

[45] C[C@@H]1CN([C@@H](C)CO)C(=O)c2cc(C#CC3CCCCC3)cnc2O[C@@H]1CN(C)Cc1cncnc1
  A: -1.8 | B: 53.7 | C: -3.3 | D: 4.1

[46] CO[C@H]1CN(C)C(=O)c2ccc(NC(=O)C3CC3)cc2OC[C@@H](C)N(CC2CC2)C[C@H]1C
  A: 2.4 | B: . | C: . | D: 24.8

[47] Cc1ccc(S(=O)(=O)N(C)C[C@H]2OCCCC[C@@H](C)Oc3ccc(NC(=O)C4CCCCC4)cc3C(=O)N([C@@H](C)CO)C[C@@H]2C)cc1
  A: -0.4 | B: 40.5 | C: 4.5 | D: -75.9

[48] COc1ccc2c3c(n(C)c2c1)[C@@H](CO)N(Cc1cccnc1)CC31CCN(C(=O)NC(C)C)CC1
  A: -1.0 | B: . | C: 8.0 | D: -72.9

[49] C[C@@H]1CN([C@H](C)CO)C(=O)c2cc(NS(=O)(=O)c3ccc(F)cc3)ccc2O[C@@H](C)CCCCO[C@@H]1CN(C)S(=O)(=O)c1ccc(F)cc1
  A: -0.4 | B: 107.2* | C: 4.2 | D: -72.6

[50] Cc1ccc(S(=O)(=O)N(C)C[C@H]2OCCCC[C@@H](C)Oc3ccc(NS(=O)(=O)c4cccs4)cc3C(=O)N([C@@H](C)CO)C[C@H]2C)cc1
  A: -0.6 | B: 102.5* | C: . | D: -49.0
